OX1R antagonist: antagonists of human orexin 1 receptor; O43613; CHO/OX1R cells, Fluo-8 calcium fluorescence, orexin A; inhibition, % at 5 µM; hit rate 0.43% among 330,000; AID 434989;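 active means inhibition above its plate's threshold, mean inhibition of all tested compounds on the plate plus 3 SD, cut at about 37% in these data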;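 further: 0% = orexin A challenge wells and 100% = SB-334867-A antagonist wells; not every result past the cut was called active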
Target sequence (O43613 whole entry, looked up): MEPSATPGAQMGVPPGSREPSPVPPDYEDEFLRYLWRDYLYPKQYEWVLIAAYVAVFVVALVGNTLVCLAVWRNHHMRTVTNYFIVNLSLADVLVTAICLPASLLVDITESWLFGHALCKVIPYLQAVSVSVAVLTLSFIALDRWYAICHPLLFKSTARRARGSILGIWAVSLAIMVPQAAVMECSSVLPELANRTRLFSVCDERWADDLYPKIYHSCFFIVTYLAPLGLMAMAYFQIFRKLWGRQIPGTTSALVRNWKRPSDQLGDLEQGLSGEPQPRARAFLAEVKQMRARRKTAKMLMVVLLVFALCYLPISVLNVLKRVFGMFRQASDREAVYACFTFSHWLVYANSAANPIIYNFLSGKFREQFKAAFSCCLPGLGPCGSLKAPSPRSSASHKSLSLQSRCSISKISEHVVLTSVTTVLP
CHT PAM: allosteric activators of human choline transporter CHT; B-score at 10 µM; CHT-expressing cells, membrane potential dye, choline EC20; stronger effect = higher value; LV-AA mutant CHT in HEK293 cells; hit rate 0.49% among 310,000; Q9GZV3;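 active means initial fluorescence not abnormally high and integrated response B-score, plate-corrected, over 3 SD above library mean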
Target sequence (Q9GZV3 whole entry, looked up): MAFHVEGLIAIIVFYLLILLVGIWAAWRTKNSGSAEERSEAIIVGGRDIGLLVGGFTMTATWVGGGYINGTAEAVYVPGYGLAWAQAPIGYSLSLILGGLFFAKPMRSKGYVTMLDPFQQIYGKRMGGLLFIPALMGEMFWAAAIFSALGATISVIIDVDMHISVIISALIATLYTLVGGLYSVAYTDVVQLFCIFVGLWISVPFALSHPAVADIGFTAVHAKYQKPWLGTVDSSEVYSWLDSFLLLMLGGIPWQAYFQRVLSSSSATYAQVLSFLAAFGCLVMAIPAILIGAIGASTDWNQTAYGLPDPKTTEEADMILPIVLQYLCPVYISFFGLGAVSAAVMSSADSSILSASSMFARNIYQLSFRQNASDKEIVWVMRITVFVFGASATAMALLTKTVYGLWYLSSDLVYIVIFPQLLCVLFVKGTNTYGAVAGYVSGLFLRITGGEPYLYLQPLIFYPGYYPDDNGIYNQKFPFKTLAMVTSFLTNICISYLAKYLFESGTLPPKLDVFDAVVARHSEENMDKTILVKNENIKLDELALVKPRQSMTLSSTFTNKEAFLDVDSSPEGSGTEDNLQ
* hit, by the source's call; i = inactive; x = no result given.

Molecule,OX1R antagonist,CHT PAM
CC(OC(=O)c1ccc2ccccc2n1)C(=O)c1ccccc1 (configuration not stated),-13.9,i
COc1cccc(Oc2nnnn2-c2ccccc2)c1,-9.3,i
COc1ccccc1N1C(=O)CC1(C#N)c1ccc(OCc2ccccc2)cc1 (configuration not stated),-0.3,i
CC1CC(C)CN(C(=O)c2cc(S(=O)(=O)N3CCCCC3)ccc2Cl)C1 (configuration not stated),-6.6,i
O=C(CCc1ccc(S(=O)(=O)N2CCOCC2)cc1)Nc1ccc2ccccc2c1,-16.3,i
O=C(CC1C(=O)NCCN1C/C=C/c1ccccc1)NCCc1ccncc1 (configuration not stated),10.0,i
O=C(O)C1CCCCC1C(=O)NCc1ccc(Cl)c(Cl)c1 (configuration not stated),-12.1,i
Cc1ccsc1-c1nc(CSCC(=O)NCc2ccc3c(c2)OCO3)c(C)o1,-29.9,i
Cc1ccc2nc(NCCO)nc(-c3ccccc3)c2c1,-28.6,i
CC(=O)c1cccc(NC2c3ncccc3C(=O)N2Cc2ccco2)c1 (configuration not stated),-26.2,i
Cn1c(=O)[nH]c(=O)c2c1nc(Br)n2CCSc1nnnn1-c1ccccc1,-17.1,i
CCOC(=O)C1CCN(S(=O)(=O)c2ccc3c(c2)CCCN3C(C)=O)CC1,-16.3,i
COc1ccc(N2CCN(C(=O)c3cc(-c4cc(OC)ccc4OC)nc4ccccc34)CC2)cc1,-22.2,i
BrC(=C\c1ccccc1)/C=N/N1CCN(Cc2ccccc2)CC1,-13.0,i
CCC(=O)Nc1ccc(S(=O)(=O)Nc2cc(C)on2)cc1,-11.9,i
CCC(=O)Nc1ccc(-n2nnnc2SCC(=O)NNC(=O)c2ccco2)cc1,9.9,i
COC(=O)NCc1ccc(S(=O)(=O)N2CCOCC2)cc1,-8.9,i
CC(C)C1Cc2c(sc(NC(=S)NC(=O)c3ccccc3)c2C#N)CO1 (configuration not stated),-1.0,i
COCCOC(=O)C1=C(C)Nc2nc(C)nn2C1c1ccccc1 (configuration not stated),-10.7,i
Cc1ccc(C(=O)Nc2ccnc(-c3ccncc3)n2)cc1,-9.8,i

By substructure, those above containing a thiophene ring, fused or not (2)
Molecule,OX1R antagonist,CHT PAM
Cc1ccsc1-c1nc(CSCC(=O)NCc2ccc3c(c2)OCO3)c(C)o1,-29.9,i
CC(C)C1Cc2c(sc(NC(=S)NC(=O)c3ccccc3)c2C#N)CO1 (configuration not stated),-1.0,i

Remaining list, next part.
Molecule,OX1R antagonist,CHT PAM
CCn1cnc2c1c(=O)n(CC(=O)Nc1ccc3c(c1)OC(F)(F)O3)c(=O)n2Cc1ccccc1,-11.1,i
COc1cccc(NC(=O)CN(C)C(=O)c2ccc(COc3ccccc3)o2)c1,-26.2,x
Cc1cccc(NC(=S)NC2CCCC2)n1,-27.6,i
Cc1c(C(=O)N2CCCC(C(F)(F)F)C2)oc2ccccc12 (configuration not stated),-29.5,x
CN(CC(=O)Nc1n[nH]c(=S)s1)S(=O)(=O)c1cccc2cccnc12,-1.6,i
CCOC(=O)c1ccccc1NC(=O)CSc1ccc(-c2cccnc2)nn1,-22.3,i
COc1ccc(C(=O)OCc2nc(N)nc(Nc3ccccc3C)n2)cc1OC,-17.4,i
Cc1cc(C)c2nc(N(CCCN(C)C)C(=O)c3ccc4c(c3)OCCO4)sc2c1,-6.1,i
COc1ccccc1C1N(c2ccc(Cl)cc2)C(=O)C2CCCN21 (configuration not stated),-17.3,i
COc1ccccc1CNC(=O)C(=O)NCC1OCCN1C(=O)c1ccc(Cl)cc1 (configuration not stated),-30.8,i
CC1CN(C(=O)CCC(=O)N2CCCCC2)c2cc(Cl)ccc2O1 (configuration not stated),-13.7,i
c1ccc(CNc2nc3ccccc3n2CCN2CCOCC2)nc1,-0.1,i
CCC(C)NC(=O)c1ccc(C)c(NC(=O)C2=C(C)OCCS2)c1 (configuration not stated),-12.7,i
CCCN(CCC)Cc1c(C(=O)N/N=C/c2cccs2)nnn1-c1nonc1N,-33.3,i
Cc1ccc(OCCn2cncn2)c([N+](=O)[O-])c1,5.9,i
FC(F)(F)c1cc(C(F)(F)F)c2ccc(N/N=C/c3ccccc3)nc2n1,-0.7,i
Cc1ccc(C)c(C(=O)NC2CC(C)(C)NC(C)(C)C2)c1,-5.5,i
O=C1c2ccccc2NC2CCCCC12 (configuration not stated),-3.4,i
CC1(c2ccccc2)NC(=O)N(CC#N)C1=O (configuration not stated),-16.2,i
Cc1cc2c(cc1S(=O)(=O)N1CCOCC1)NC(=O)CO2,-6.8,i
NC(=O)CNC(=O)[C@@H]1CC2(CC(c3ccccc3)=NO2)CN1C(=O)c1ccc(Br)cc1 (some centres not stated),10.0,i
N#Cc1cc2c(cc1NC(=O)CCn1cnnn1)OCO2,-63.6,i
O=C(N/N=C/c1ccc(OCc2cnc(Cl)s2)cc1)c1ccncc1,-2.7,i
Cc1ccc(NC(=S)NC(=O)c2cccs2)cc1F,-16.4,x
O=C(COC(=O)Cc1ccc(Cl)c(Cl)c1)NCc1ccco1,-16.1,i
CC(=O)N1CCc2cc(S(=O)(=O)CCC(=O)Nc3ccc(Cl)cc3F)ccc21,-9.7,i
O=C1Nc2ccc(Cl)cc2C12OCCCO2,x,i
Clc1cccc(C[n+]2cc(-c3ccccc3)n3c2CCC3)c1,-9.1,8.82*
N#C/C(=C(/O)CSc1ncn[nH]1)c1nc2ccccc2[nH]1,-5.8,i
CC1CCN(C(=O)c2cccc(S(=O)(=O)N3CCCCC3)c2)CC1,-13.9,i
COc1ccc(Cl)cc1Nc1nc(-c2sc(NC(=O)C(C)(C)C)nc2C)cs1,-20.9,i
CC(C)NC(=O)CSc1ccccc1C(=O)NNC(=O)Cn1ccc(C(F)(F)F)n1,-5.6,i
O=C(C1CCN(S(=O)(=O)c2cccc3cccnc23)CC1)N1CC=C(c2ccccc2)CC1,-15.1,i
O=C(Nc1ccccc1)c1cc(S(=O)(=O)N2CCSCC2)ccc1Cl,-19.4,i
Cc1ccc(OCCNC(=O)c2cc(=O)[nH]c3ccccc23)cc1,-21.4,i
COc1ccc(-c2[nH]ncc2CN2CCN(Cc3cccs3)CC2)cc1F,-29.3,i
Cc1ccc(C)c(S(=O)(=O)N2CCN(C(=O)C3CC3C)CC2)c1 (configuration not stated),-11.7,i
COc1ccc(CCN2C(=O)NC(NC(=O)CCc3ccccc3)(C(F)(F)F)C2=O)cc1OC (configuration not stated),-22.1,i
CN(Cc1ccccc1Cl)C(=O)CNC(=O)C12CC3CC(CC(C3)C1)C2,-14.0,x
COC(=O)CC1C(=O)NCCN1C(=O)Nc1ccc(Cl)cc1 (configuration not stated),2.6,i
CCOc1ncccc1C(=O)NCCc1ccc(Cl)cc1,-25.5,i
COC(=O)CCC(=O)COc1ccc(OC)cc1C#N,-11.5,i
CCN1CCN(C(=O)C2CCN(S(=O)(=O)c3ccc(SC)cc3)CC2)CC1,-12.8,i
O=C(c1ccncc1)N1N=C(C2CC2)CC1(O)C(F)(F)F (configuration not stated),2.4,i
CC(C)=C1SC(N2CCCCC2)=NC1=O,1.7,i
CC(C)(C)c1ccc(S(=O)(=O)N2CCc3nc4ccccc4c(C(=O)O)c3C2)cc1,-0.9,i
CCc1c(C)nc2ncnn2c1NCCc1ccc(OC)c(OC)c1,4.7,i
CCOc1ccc(Oc2c(/C=N/NC(=O)C3CC3)c(C)nn2-c2ccccc2)cc1,-27.9,i
Cc1ccc(/C=N/Nc2nncc(-c3ccccc3)n2)o1,-44.6,i
CCCCn1c(N)c(N(CCOC)C(=O)CSc2nc3ccc(C)cc3[nH]2)c(=O)[nH]c1=O,0.2,i
CC(C)[N+]1(C)[C@@H]2CC[C@@H]1CC(OC(=O)C(CO)c1ccccc1)C2 (some centres not stated),-13.7,i
COc1cc2c(cc1OC)C(COc1ccccc1OC)N(C(=O)C(C)C)CC2 (configuration not stated),-22.6,i
Cc1onc(C(=O)Nc2sc3c(c2C#N)CCCC3)c1[N+](=O)[O-],-2.7,i
COc1ccc(CNC(=O)C(=O)NCCC2CCCCN2S(=O)(=O)c2ccc(C)cc2)cc1 (configuration not stated),-24.9,i
Cc1ccccc1-n1c(SC(C)C(=O)N2CCN(C)CC2)nc2ccccc2c1=O (configuration not stated),-3.0,i
COc1cc(/C=N/N(C)S(=O)(=O)c2ccc(C)cc2)cc([N+](=O)[O-])c1O,-9.5,i
O=C(CSc1nncn1-c1ccccc1)NC1CCCC1,-11.8,i
CCOc1ccccc1N1CC(C(=O)N2CCOCC2)CC1=O (configuration not stated),-10.4,i
Cc1cccc(C)c1NC(=S)N(CCN(C)C)Cc1cccs1,-19.6,i
O=C(CN1CCN(C(=O)c2ccco2)CC1)Nc1ccc(F)cc1F,-4.0,i

6 of the entries above in order of their number in OX1R antagonist, smallest number first:
Molecule,OX1R antagonist
CC(C)[N+]1(C)[C@@H]2CC[C@@H]1CC(OC(=O)C(CO)c1ccccc1)C2 (some centres not stated),-13.7
CCN1CCN(C(=O)C2CCN(S(=O)(=O)c3ccc(SC)cc3)CC2)CC1,-12.8
COC(=O)CCC(=O)COc1ccc(OC)cc1C#N,-11.5
COc1cc(/C=N/N(C)S(=O)(=O)c2ccc(C)cc2)cc([N+](=O)[O-])c1O,-9.5
O=C(CN1CCN(C(=O)c2ccco2)CC1)Nc1ccc(F)cc1F,-4.0
Cc1ccccc1-n1c(SC(C)C(=O)N2CCN(C)CC2)nc2ccccc2c1=O (configuration not stated),-3.0

Other entries follow:
Molecule,OX1R antagonist,CHT PAM
CCO[C@H]1OC(C(=O)NC2CC2)=C[C@@H](c2ccc3c(c2)OCO3)[C@@H]1CCCO,-7.6,i
O=S(=O)(Nc1nc2ccccc2nc1Cl)c1ccc2ccccc2c1,-23.1,i
COc1cc(OC)c(C(=O)CCCN2CCCC2)c(OC)c1,-6.5,i
CCOC(=O)c1c(NC(=S)NCC2CCCO2)sc(C)c1C (configuration not stated),-33.6,i
O=C1OC2(CCCCC2)OC(=O)C1=CNc1nccs1,4.9,i
Cc1nc2ccccn2c1/C(O)=C1\C(=O)C(=O)N(CCCn2ccnc2)C1c1ccncc1 (configuration not stated),0.8,i
CN(C)CCCNC(=O)CCc1ncc(C(F)(F)F)cc1Cl,3.6,i
CNc1snc(C)c1C(=O)OC(C)C(=O)c1ccc(F)cc1 (configuration not stated),-2.5,x
Cc1ccc(C2=Nc3ccccc3N=C(C(Cl)Cl)C2)cc1,-17.7,i
COc1ccc(S(=O)(=O)N2CCc3ccccc32)cc1C(=O)N(CC(C)C)C1CCS(=O)(=O)C1 (configuration not stated),-32.4,i
COCCC1CCCCN1C(=O)c1cc(COc2ccc(-n3cncn3)cc2)on1 (configuration not stated),22.1,i
CCOc1cc(/C=C2/C(=O)ON=C2C)cc(Br)c1O,-6.8,i
CCN(CC)CCN1C(=O)C(O)=C(C(=O)c2cc3cccc(OC)c3o2)C1c1ccc(F)cc1 (configuration not stated),-11.5,i
CCCc1nc2ccccc2c(C(=O)O)c1CC,-26.0,i
COc1ccc(NS(=O)(=O)c2cc(NC(=O)c3ccc(C)o3)ccc2N2CCCCC2)cc1,-4.4,i
NC(N)=N/N=C/c1cc([N+](=O)[O-])ccc1O,-3.6,i
Cc1ccc(N2CC(NC(=O)C(=O)c3c[nH]c4ccccc34)CC2=O)cc1C (configuration not stated),-12.9,i
O=C(CCCc1c[nH]c2ccccc12)NCc1ccccc1F,-14.0,i
CN(c1ccccc1)S(=O)(=O)c1cccc(NC(=O)c2cc3ccccc3oc2=O)c1,-9.3,i
CCn1c(=O)c(=O)[nH]c2c(=O)oc3ccc(S(=O)(=O)Nc4ccc(OC)cc4)cc3c21,-21.3,i
CC(C)OC(=O)/C(=C\c1ccc2c(c1)c1ccccc1n2C)NC(=O)c1ccccc1,15.4,i
Cc1ccnc(Nc2nc(-c3ccc(O)c(O)c3)cs2)c1,12.4,i
O=C(NC1CC1)c1cc2cc3ccccc3nc2s1,18.0,i
CCOC(=O)C1=CN(Cc2ccco2)S(=O)(=O)N(CC)C1c1ccc(F)c(Cl)c1 (configuration not stated),-0.4,x
CC(C)(C)NC(=O)NC(=O)COC(=O)Cn1cnc2ccccc2c1=O,4.2,i
CCOC(=O)Cc1ccc(NC(=O)c2ccc(C(C)(C)C)cc2)cc1,-15.1,i
Cc1nc2ccccc2c(=O)n1N(c1ccccc1)c1ccccc1,-29.2,i
Oc1ccc2ccccc2c1N=Nc1ccc(F)cc1,-17.2,i
O=[N+]([O-])c1ccc(/C=N/Nc2nc(N3CCOCC3)nc(N3CCOCC3)n2)cc1,-17.1,i
O=S1(=O)N=C(N/N=C/c2ccco2)c2ccccc21,-15.6,i
Cc1ccc(S(=O)(=O)N(CC(=O)NCc2ccccc2Cl)C(=O)N2CCN(C)CC2)cc1,1.5,i
OCC[C@@H]1C[C@@H](O)[C@H](O)[C@]2(CCc3ccccc3O2)O1,-4.1,i
CCn1c(SCC(=O)c2ccccc2)nc2c(c1=O)SC(C)C2 (configuration not stated),11.4,i
O=C(CCn1cncn1)N1CCCC(N2CCN(c3cccc(C(F)(F)F)c3)CC2)C1 (configuration not stated),-16.8,i
COc1ccc(C(=O)N/N=C/c2ccc(N(C)c3ccccc3)cc2)cc1,-29.9,i
COc1ccccc1C(=O)C1CCCN(C(=O)c2cc(C(C)C)no2)C1 (configuration not stated),-22.7,i
COc1ccc(Cn2nnnc2C(c2ccccc2Cl)N2CCC(C(N)=O)CC2)cc1 (configuration not stated),-25.1,i
c1ccc2c(c1)ccc1nnc(SCc3ccc4c(c3)OCO4)n12,-8.9,i

Individual results from above.
OX1R antagonist result of COC(=O)NCc1ccc(S(=O)(=O)N2CCOCC2)cc1 is entered as -8.9
OX1R antagonist result of Cc1ccc(OCCn2cncn2)c([N+](=O)[O-])c1 is entered as 5.9

Screening data (PubChem BioAssay)
